ERAP1 HTS inh: inhibitors of human ERAP1 aminopeptidase; inhibition, % at 10.7 µM; 0.15% of 340,000 active; AID 652197; recombinant ERAP1, Leu-AMC fluorescence, 60 min;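 active = mean replicate inhibition of at least 30%, or all replicates individually reaching that 30% level; inactive = mean below 30% and not every replicate reaching it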;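 note: 0% = neutral control wells and 100% = L-leucinethiol positive control wells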
PGC1a acetyl inh: PGC1a acetylation modulation, inhibitor mode | U2OS PGC1a acetylation, AlphaScreen anti-acetyl-lysine; with virally co-expressed GCN5 acetyltransferase | inhibition, % at 15.6 µM | 0.17% of 350,000 active | AID 651687;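 active = every replicate shows inhibition of at least 40%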;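 note: 0% = neutral control wells and 100% = positive control wells; some results beyond the cut were filed as inactive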
E-sel inducer: E-selectin induction on HUVECs; HUVEC E-selectin immunofluorescence imaging; normalized: neutral wells 0, TNF-alpha wells 100; activation, % at 7.58 µM; P16581; 0.37% of 260,000 active;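 active = mean E-selectin-positive cell signal at least 10% of the positive control, reached in at least 60% of replicates, without over 20% cell loss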;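 note: in these data hits start at about 27%; measured in HUVEC primary endothelial cells; signal is the percent of cells scored E-selectin positive by PE staining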
Target sequence (P16581 whole entry, looked up): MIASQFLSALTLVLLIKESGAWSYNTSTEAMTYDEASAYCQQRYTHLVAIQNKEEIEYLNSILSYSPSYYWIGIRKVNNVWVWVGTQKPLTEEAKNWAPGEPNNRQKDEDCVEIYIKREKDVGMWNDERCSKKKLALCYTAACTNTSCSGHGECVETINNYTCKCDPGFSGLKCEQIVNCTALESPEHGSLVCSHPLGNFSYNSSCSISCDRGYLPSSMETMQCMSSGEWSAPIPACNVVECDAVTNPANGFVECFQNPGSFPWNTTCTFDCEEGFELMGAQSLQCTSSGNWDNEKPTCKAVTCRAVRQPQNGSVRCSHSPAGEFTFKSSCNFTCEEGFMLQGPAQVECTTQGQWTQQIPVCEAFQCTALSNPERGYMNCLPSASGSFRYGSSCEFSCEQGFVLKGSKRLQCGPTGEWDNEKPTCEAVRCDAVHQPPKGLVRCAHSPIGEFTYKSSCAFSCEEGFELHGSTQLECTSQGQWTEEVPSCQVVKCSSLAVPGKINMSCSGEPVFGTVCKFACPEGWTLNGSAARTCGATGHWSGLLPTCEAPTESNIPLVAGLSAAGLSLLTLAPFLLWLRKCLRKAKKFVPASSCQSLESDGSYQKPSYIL
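Assay system: HUVEC primary endothelial cells. Input: 3,000 HUVEC seeded per well. Doses: one compound dose added by pin transfer. Read-out basis: % PE-positive cells. Benchmarks: TNF-alpha high, DMSO low. Detection: immunofluorescence imaging. Buffer or medium: EGM-2, gelatin.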
Cneo AK release: Cryptococcus neoformans lysis via adenylate kinase release; C. neoformans lysis, adenylate kinase release luminescence, 4 h; normalised: neutral wells 0, clomiphene wells 100; lysis activity, % at 15 µM; 0.2% of 360,000 active; AID 651654;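 active = mean lysis activity across replicates of at least 80%, whatever share of replicates individually reach that level; inactive = mean lysis activity below 80%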
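Material: C. neoformans cells; Schedule: 4 h static compound exposure, 37 °C, read 1 h post-reagent; Measured by: adenylate kinase release luminescence; Read-out: signal increase indicating cell lysis; Controls: Clomiphene as positive lysis control.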
PglD inh: blocks C. jejuni PglD acetyltransferase activity | purified PglD enzyme, DTNB colorimetric CoA detection | 0.098% of 360,000 active | inhibition, % at 12.5 µM; in the data active = inhibition above about 16%, passing the limit was not always enough; note: strong numbers were not always called active
RAD54 inh: RAD54 (human) branch migration inhibition; Q92698; RAD54 Holliday junction branch migration, FAM/BHQ fluorescence; inhibition, % at 10.4 µM; 0.14% of 360,000 active; AID 602329;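 active = mean normalized replicate activity at least 40 and at least half of replicates scoring 40 or more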;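 note: 0% = median of neutral control wells and 100% = median of positive control wells; inhibitors cause a drop in the FAM fluorescence signal; in these data hits start at about 50%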
miR-122 sensor: inhibitors of miR-122 in Huh7 cells; Huh7 miR-122 Renilla luciferase sensor, 48 h; neutral wells = 0, positive control = 100; activation (reporter increase), % at 12.5 µM; 0.3% of 340,000 active; AID 602342;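 active = mean replicate activation score at least 90 and every replicate individually at or above 90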;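 note: higher luciferase means less miR-122 activity so hits act as miR-122 inhibitors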
RAD52 inh: inhibitors of human RAD52 DNA annealing; 0.46% of 360,000 active; inhibition, % at 18.7 µM; P43351; recombinant RAD52 DNA annealing, FRET fluorescence;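 active = every replicate showing at least 50% inhibition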
Target sequence (P43351 whole entry, looked up): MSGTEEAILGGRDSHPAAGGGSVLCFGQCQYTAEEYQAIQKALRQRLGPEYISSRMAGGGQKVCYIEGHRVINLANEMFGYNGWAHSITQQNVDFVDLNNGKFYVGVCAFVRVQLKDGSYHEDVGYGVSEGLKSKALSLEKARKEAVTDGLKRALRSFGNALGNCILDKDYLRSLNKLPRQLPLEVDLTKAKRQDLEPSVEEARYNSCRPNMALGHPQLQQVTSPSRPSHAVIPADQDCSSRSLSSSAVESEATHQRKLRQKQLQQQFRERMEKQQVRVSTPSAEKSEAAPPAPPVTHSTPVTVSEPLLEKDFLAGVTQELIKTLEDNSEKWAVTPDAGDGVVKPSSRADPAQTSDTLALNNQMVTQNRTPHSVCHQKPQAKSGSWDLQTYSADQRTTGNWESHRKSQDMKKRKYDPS
Starred values were filed as active, the others as inactive; [ ] = dose if it differs, or a comment.

Results for Cc1noc(C)c1S(=O)(=O)Nc1cccc2c1O[C@@H](CN(C)S(=O)(=O)c1ccccc1)[C@@H](C)CN([C@@H](C)CO)C2=O ?
ERAP1 HTS inh: -5; PGC1a acetyl inh: -5; E-sel inducer: -0.3; Cneo AK release: 3; PglD inh: 0; RAD54 inh: 5; miR-122 sensor: 2[16.7 µM]; RAD52 inh: -35

What do the screens show for `COc1ccc(-c2nnn(CCc3nn[nH]n3)n2)cc1`?
PGC1a acetyl inh: 5; Cneo AK release: 3; PglD inh: 1; RAD54 inh: 1; miR-122 sensor: -3

Results for CCc1ccccc1N=Cc1c(C)c(C#N)c2[nH]c3ccccc3n2c1=O ?
ERAP1 HTS inh: 15; PGC1a acetyl inh: 17; Cneo AK release: 0; PglD inh: 4; RAD54 inh: 2; miR-122 sensor: 2; RAD52 inh: -49

Results for CC1CCC(N2CCN(S(C)(=O)=O)CC2)CC1 (stereo not given) ?
ERAP1 HTS inh: -2; Cneo AK release: 1; PglD inh: -5; RAD54 inh: -2; miR-122 sensor: -4; RAD52 inh: -4

How did O=C(NC1Cc2ccccc2C1)[C@@H]1N[C@@H]2c3ccc(C4=CCCC4)c(=O)n3C[C@@H]2[C@H]1CO do in these assays?
ERAP1 HTS inh: 2; E-sel inducer: 0.0; Cneo AK release: -6; PglD inh: 0; RAD54 inh: 3; miR-122 sensor: 4[16.7 µM]; RAD52 inh: -45

How did COc1ccccc1Nc1ncnc2nc[nH]c12 do in these assays?
PGC1a acetyl inh: 15; Cneo AK release: 1; PglD inh: 5; RAD54 inh: 2; miR-122 sensor: 2

What do the screens show for `COC(=O)C1CCN(Cc2cn(-c3ccccc3)nc2-c2ccc3c(c2)OCO3)CC1`?
ERAP1 HTS inh: -3; PGC1a acetyl inh: -27; E-sel inducer: 5.4; miR-122 sensor: -5; RAD52 inh: -23

Results for COC(=O)c1ccc(COc2ccc(C(C)(C)C)cc2)o1 ?
ERAP1 HTS inh: 1; PGC1a acetyl inh: -17; E-sel inducer: 0.0; Cneo AK release: -8; PglD inh: 1; RAD54 inh: 4; miR-122 sensor: -1; RAD52 inh: -10

How did CCOc1ccccc1NC(=O)c1cc(-c2ccccn2)nc2ccccc12 do in these assays?
ERAP1 HTS inh: 1; PGC1a acetyl inh: 3; E-sel inducer: 0.3; Cneo AK release: -1; PglD inh: -3; RAD54 inh: 1; RAD52 inh: -19

Results for CCC(CC)COC(=O)C1=C(C)NC(=O)NC1c1ccc2c(c1)OCO2 (stereo not given) ?
ERAP1 HTS inh: 0; PGC1a acetyl inh: 0; Cneo AK release: -1; PglD inh: 2; RAD54 inh: -11; miR-122 sensor: 2; RAD52 inh: -12

How did Cc1ccc(NC(=O)CN(C)C(=O)CSc2nnc(N)s2)cc1 do in these assays?
ERAP1 HTS inh: -2; E-sel inducer: -0.3; Cneo AK release: 1; PglD inh: 4; RAD54 inh: 0; RAD52 inh: -6

Results for O=C(CSc1nnc(-c2cccc(F)c2)o1)N1CCCC1 ?
ERAP1 HTS inh: -1; PGC1a acetyl inh: -11; E-sel inducer: 0.0; Cneo AK release: -1; PglD inh: 1; RAD54 inh: -5; miR-122 sensor: 1; RAD52 inh: 1

Results for Cc1onc(-c2ccccc2)c1C(=O)NCC1CCCO1 (stereo not given) ?
PGC1a acetyl inh: 8; Cneo AK release: 1; PglD inh: 1; RAD54 inh: 1; miR-122 sensor: 5

What do the screens show for `COCCCN1C(=O)C(=O)/C(=C(/O)c2ccc(OCC(C)C)cc2C)C1c1cccnc1` (stereo not given)?
ERAP1 HTS inh: 6; PGC1a acetyl inh: -6; Cneo AK release: 0; PglD inh: -3; RAD54 inh: -5; miR-122 sensor: -2; RAD52 inh: 4

What do the screens show for `CC(C)(C)C1(O)CC(C(F)(F)F)=NN1C(=O)Cc1ccc([N+](=O)[O-])cc1` (stereo not given)?
ERAP1 HTS inh: 3; PGC1a acetyl inh: -5; E-sel inducer: -3.4; RAD52 inh: -13

How did COc1ccc(-c2noc(CCC(=O)NCCCN3CCC(C)CC3)n2)cc1 do in these assays?
PGC1a acetyl inh: 0; Cneo AK release: -4; PglD inh: -6; RAD54 inh: -9; miR-122 sensor: 40

How did CCCCN1C(=O)c2ccc(C(=O)OCC(=O)N3CCN(c4ccccc4)CC3)cc2C1=O do in these assays?
ERAP1 HTS inh: 0; PGC1a acetyl inh: 5; E-sel inducer: 0.2; Cneo AK release: 1; PglD inh: 7; RAD54 inh: 8; miR-122 sensor: -9; RAD52 inh: -9

How did Cc1cc(SCc2ccc(Cl)cc2Cl)nc(=O)[nH]1 do in these assays?
ERAP1 HTS inh: 3; PGC1a acetyl inh: 5; Cneo AK release: 1; PglD inh: -1; RAD54 inh: -2; miR-122 sensor: -1; RAD52 inh: -37

What do the screens show for `O=C(CNC(=O)c1ccc2ccccc2c1)NC1CCCCC1`?
ERAP1 HTS inh: 1; PGC1a acetyl inh: 3; Cneo AK release: -1; PglD inh: 0; RAD54 inh: -5; miR-122 sensor: 24; RAD52 inh: -11

How did C[C@H]1CN([C@@H](C)CO)C(=O)c2cc(C3=CCCC3)cnc2O[C@@H]1CN(C)C(=O)C1CCC1 do in these assays?
ERAP1 HTS inh: 0; PGC1a acetyl inh: -12; E-sel inducer: -0.2; Cneo AK release: 2; PglD inh: -4; RAD54 inh: 7; miR-122 sensor: 9[16.7 µM]; RAD52 inh: -14

How did O=C(CN1CCCC1)NCC(=O)Nc1ccc(F)cc1 do in these assays?
ERAP1 HTS inh: -4; PGC1a acetyl inh: -1; E-sel inducer: 0.4; Cneo AK release: -1; PglD inh: 2; RAD54 inh: -9; miR-122 sensor: -2; RAD52 inh: -13

Results for CCO[C@H]1OC(C(=O)N2CCOCC2)=C[C@@H](C2CC2)[C@@H]1CCCO ?
ERAP1 HTS inh: -2; PGC1a acetyl inh: -3; E-sel inducer: -0.2; Cneo AK release: 2; PglD inh: -1; RAD54 inh: -2; miR-122 sensor: -4; RAD52 inh: -7

How did Cc1cc(S(=O)(=O)N2CCOCC2)ccc1OCC(=O)Nc1ccccc1F do in these assays?
ERAP1 HTS inh: 1; PGC1a acetyl inh: -2; E-sel inducer: 0.3; Cneo AK release: 7; PglD inh: 0; RAD54 inh: 16; miR-122 sensor: -2; RAD52 inh: -7

Results for FC(F)(F)c1ccccc1CNCc1ccncc1 ?
ERAP1 HTS inh: -1; Cneo AK release: 1; PglD inh: 0; RAD54 inh: -2; RAD52 inh: 6

How did O=c1[nH]cc(N2CCCCCC2)c(=O)[nH]1 do in these assays?
ERAP1 HTS inh: 0; PGC1a acetyl inh: 1; E-sel inducer: 1.3; Cneo AK release: -1; PglD inh: -1; RAD54 inh: 3; miR-122 sensor: 6; RAD52 inh: -18

What do the screens show for `CCCC(=O)Nc1ccc2c(c1)C(=O)N(C)C[C@@H](OC)[C@H](C)CN(Cc1cc(-c3ccccc3)on1)[C@H](C)CO2`?
ERAP1 HTS inh: 1; PGC1a acetyl inh: 1; E-sel inducer: 0.5; Cneo AK release: -1; PglD inh: -1; RAD54 inh: -2; RAD52 inh: -9

Results for CC(=O)Nc1ccc(NC(=O)CS(=O)(=O)Cc2ccccc2)cc1 ?
ERAP1 HTS inh: 1; E-sel inducer: 0.3; Cneo AK release: 0; PglD inh: 6; RAD54 inh: 16; RAD52 inh: 2

Results for Cn1cnc(S(=O)(=O)N2C[C@H](O)COC[C@H]3O[C@@H](CC(=O)N4CCN(c5ccccc5)CC4)CC[C@@H]32)c1 ?
ERAP1 HTS inh: 0; PGC1a acetyl inh: 0; E-sel inducer: -0.1; Cneo AK release: -1; PglD inh: 3; RAD54 inh: -8; miR-122 sensor: -5[16.7 µM]; RAD52 inh: -8

Results for CCCOc1ccc(C2C(C(=O)OC)=C(C)N=C3SCCC(=O)N32)cc1OCC (stereo not given) ?
PGC1a acetyl inh: 7; Cneo AK release: -1; PglD inh: 3; RAD54 inh: -4; miR-122 sensor: 3

What do the screens show for `c1ccc(SSc2ccccn2)nc1`?
PGC1a acetyl inh: 18; Cneo AK release: 0; PglD inh: -4; RAD54 inh: -4; miR-122 sensor: -3

Results for CCC1CCCCN1CCCCOc1cccc(Cl)c1 (stereo not given) ?
ERAP1 HTS inh: 0; Cneo AK release: -2; PglD inh: -5; RAD54 inh: 12; miR-122 sensor: 3; RAD52 inh: -10

How did O=C(CN(C(=O)c1csnn1)c1ccccc1F)NCc1ccccc1 do in these assays?
ERAP1 HTS inh: 1; E-sel inducer: 3.5; Cneo AK release: -1; PglD inh: 4; RAD54 inh: 16; RAD52 inh: -20

Results for CCCCc1nc2cc(C(=O)N3CCN(c4nc(C)cnc4C)CC3)ccc2o1 ?
ERAP1 HTS inh: -2; PGC1a acetyl inh: -5; Cneo AK release: 1; PglD inh: 2; RAD54 inh: 5; miR-122 sensor: 12; RAD52 inh: -1

Results for CCc1c(C)sc(NC(=O)Cn2nc(C(F)(F)F)c3c2CCCC3)c1C#N ?
PGC1a acetyl inh: -15; E-sel inducer: -0.8; Cneo AK release: 0; PglD inh: 5; RAD54 inh: -14; miR-122 sensor: -8

What do the screens show for `CC1CCCCC1NC(=O)COc1ccc(C#N)cc1` (stereo not given)?
ERAP1 HTS inh: 1; PGC1a acetyl inh: -7; Cneo AK release: 1; PglD inh: 5; RAD54 inh: 3; miR-122 sensor: -6; RAD52 inh: -4

What do the screens show for `CCOc1ccc(-c2n[nH]c(=S)c3ccccc23)cc1`?
ERAP1 HTS inh: -2; PGC1a acetyl inh: -6; E-sel inducer: 0.2; Cneo AK release: 1; PglD inh: 7; RAD54 inh: 7; RAD52 inh: -16

Nothing new here: entries from further up.
How did O=C(CN(C(=O)c1csnn1)c1ccccc1F)NCc1ccccc1 do in these assays?
ERAP1 HTS inh: 1; E-sel inducer: 3.5; Cneo AK release: -1; PglD inh: 4; RAD54 inh: 16; RAD52 inh: -20

Results for CCCCc1nc2cc(C(=O)N3CCN(c4nc(C)cnc4C)CC3)ccc2o1 ?
ERAP1 HTS inh: -2; PGC1a acetyl inh: -5; Cneo AK release: 1; PglD inh: 2; RAD54 inh: 5; miR-122 sensor: 12; RAD52 inh: -1

Results for CCc1c(C)sc(NC(=O)Cn2nc(C(F)(F)F)c3c2CCCC3)c1C#N ?
PGC1a acetyl inh: -15; E-sel inducer: -0.8; Cneo AK release: 0; PglD inh: 5; RAD54 inh: -14; miR-122 sensor: -8

What do the screens show for `CC1CCCCC1NC(=O)COc1ccc(C#N)cc1` (stereo not given)?
ERAP1 HTS inh: 1; PGC1a acetyl inh: -7; Cneo AK release: 1; PglD inh: 5; RAD54 inh: 3; miR-122 sensor: -6; RAD52 inh: -4

What do the screens show for `CCOc1ccc(-c2n[nH]c(=S)c3ccccc23)cc1`?
ERAP1 HTS inh: -2; PGC1a acetyl inh: -6; E-sel inducer: 0.2; Cneo AK release: 1; PglD inh: 7; RAD54 inh: 7; RAD52 inh: -16
